Screening data deposited in PubChem BioAssay by National Center for Advancing Translational Sciences (NCATS).
p53 reactivation – qHTS assay for re-activators of p53 using a Luc reporter; H1299 p53-A138V BP100-luciferase reporter, luminescence, 24 h; Potency, µM (doses to about 92.2 µM), inactives show at the highest dose activity change, positive = activation, most hits filed as activators; 320,000 compounds, 0.063% hits; AID 504706, 2011; further: potency means the concentration at half of the fitted maximal effect; % of control where 0% means no effect; nearly all actives have a fitted effect of over 45% in size
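p53-null H1299 cells stably carrying temperature-sensitive p53-A138V and a BP100-luciferase reporter were pinned with compounds (4-point, 1:5 series) and held 24 hrs at 37 deg C. Luminescence was read 10 min after detection reagent.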
ELG1 DNA repair – qHTS screen for small molecules that inhibit ELG1-dependent DNA repair in human embryonic kidney (HEK293T) cells expressing luciferase-tagged ELG1; HEK293T ELG1-luciferase reporter, luminescence, 16 h; DNA damage induced by 5-fluorouridine; 330,000 compounds, 2.3% hits; AID 504467, 2011; Potency, µM (doses to about 46.1 µM), for the others: top-dose activity change, negative = inhibition, most hits filed as inhibitors; further: potency means the concentration at half of the fitted maximal effect; on the % scale 0 is the no-effect control and ±100 the full control effect; nearly all actives have a fitted effect of over 55% in size
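Quantitative HTS, concentration-response format. 2,000 cells/well co-treated with 5-fluorouridine and compound, 16 hr in 5% CO2 at 37 °C; ONE-Glo luminescence read after 30 min.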
B2AR arrestin – qHTS assay of beta-arrestin-biased ligands of beta2-adrenergic receptor. Beta-2 adrenergic receptor (Homo sapiens), P07550. beta-arrestin recruitment to beta2AR, cell-based reporter. Potency, µM (highest dose often 46.1 µM), without a hit: at the top dose activation, hits mostly activators. 330,000 compounds, 0.02% hits. AID 492947, 2010;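 further: potency means the concentration at half of the fitted maximal effect; 0% = DMSO controls and full agonism = EC100 isoproterenol or metaproterenol; nearly all actives have a fitted effect of over 65% in size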
Target sequence (P07550 whole entry, looked up): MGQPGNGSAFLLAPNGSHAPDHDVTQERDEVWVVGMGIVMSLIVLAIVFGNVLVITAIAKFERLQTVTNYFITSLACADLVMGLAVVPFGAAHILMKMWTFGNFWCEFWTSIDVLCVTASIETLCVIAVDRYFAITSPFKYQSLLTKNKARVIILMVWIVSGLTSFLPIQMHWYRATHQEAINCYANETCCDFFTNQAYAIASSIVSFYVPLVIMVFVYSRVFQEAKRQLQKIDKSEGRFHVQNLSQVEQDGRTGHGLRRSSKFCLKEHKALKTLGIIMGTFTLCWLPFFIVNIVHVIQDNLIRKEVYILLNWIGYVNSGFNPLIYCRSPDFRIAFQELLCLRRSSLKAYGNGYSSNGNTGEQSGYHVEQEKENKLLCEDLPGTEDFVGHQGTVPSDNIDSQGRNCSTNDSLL
Integrin act MD – qHTS for Activators of Integrin-Mediated Alleviation for Muscular Dystrophy. alpha7betagal myoblasts, beta-gal FDG fluorescence, 48 h. Potency, µM (highest dose often 38.3 µM), without a hit: at the highest dose activation, actives largely listed as activators. 350,000 compounds, 0.064% hits;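 further: potency means the concentration at half of the fitted maximal effect; 100% = response of the positive control SU9516; nearly all actives have a fitted effect of over 60% in size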
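alpha7betagal+/- myoblasts (passage 13, 250/well) treated 48 h at 37C with compounds at 1:260 dilution of DMSO stock. Lysed, then beta-galactosidase activity read as FDG fluorescence (ex 480/em 540) after 30 min, with pre-read for autofluorescence.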
PTAP TSG101 blk – qHTS Assay for Iinhibitors of HIV-1 Budding by Blocking the Interaction of PTAP/TSG101 | Tumor susceptibility gene 101 protein (Homo sapiens), Q99816 | Fluorescence polarization, FITC-PTAP peptide / Tsg101 binding | Potency, µM (series often up to 115 µM), for the others: top-dose activity change, negative = inhibition, most hits filed as inhibitors | 340,000 tested, under 10 active | AID 493005, 2010; active means well fitted inhibition curve with a large enough effect in the main read-out, with a control signal flat, not every such curve was filed as active; inconclusive means small, poorly fitted or top-dose-only effect, or effect the other way, or a change in a side signal; inactive means no such curve, though single readings can be large or run the other way; further: potency means the concentration at half of the fitted maximal effect; % of control where 0% means no effect
Target sequence (Q99816 whole entry, looked up): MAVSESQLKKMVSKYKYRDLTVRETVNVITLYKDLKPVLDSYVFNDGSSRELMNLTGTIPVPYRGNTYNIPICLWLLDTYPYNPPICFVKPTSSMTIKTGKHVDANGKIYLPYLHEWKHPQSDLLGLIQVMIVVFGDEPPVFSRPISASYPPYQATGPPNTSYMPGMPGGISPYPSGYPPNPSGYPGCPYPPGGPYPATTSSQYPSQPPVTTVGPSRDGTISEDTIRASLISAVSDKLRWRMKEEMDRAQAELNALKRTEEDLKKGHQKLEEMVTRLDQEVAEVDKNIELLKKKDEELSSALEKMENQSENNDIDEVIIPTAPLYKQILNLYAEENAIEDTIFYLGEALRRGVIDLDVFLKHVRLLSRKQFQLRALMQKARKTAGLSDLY
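Compounds were pin-transferred onto Tsg101 binding domain (10 uM final) in HEPES pH 7.5 buffer, then FITC-PTAP peptide was added at 50 nM final. After 20 min at RT, polarization reported peptide displacement across a qHTS concentration series.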
BRCA1 expr up – qHTS Assay to Identify Small Molecule Activators of BRCA1 Expression; MCF7-BRCA1-FFLuc reporter, luminescence, 48 h; response scale: scaled: vehicle 0%, 10 µM genistein 100%; Potency, µM (titrated, usually from 46.1 µM), without a hit: at the highest dose activation, most hits filed as activators; 380,000 compounds, 1.1% hits; further: potency means the concentration at half of the fitted maximal effect; nearly all actives have a fitted effect of over 80% in size; some results filed as inactive show a strong effect at the top dose
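Luminescence from a BRCA1-driven firefly luciferase in MCF7 cells was the read-out, taken 15 min after substrate addition following 48 h compound exposure at 37 °C. Data were normalized to a 10 microM genistein control and DMSO vehicle.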
TRPV1 ag – HTS Assay for Compounds that Act as Agonists of the Vanilloid Receptor 1; TRPV1-expressing cells, Fluo-8 calcium influx, agonist mode; 320,000 compounds, 0.19% hits; AID 540275, 2011; Transient receptor potential cation channel subfamily V member 1 (Homo sapiens), Q8NER1; activation, % at 8.33 µM; in the data active means activation above about 80%; inconclusive means between about 30% and that limit; further: 0% is about no effect
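Cells expressing TRPV1 were dye-loaded with Fluo-8 and read kinetically: 10 s baseline, 3 min after compound (agonist portion), then 2 min after EC20 capsaicin (allosteric enhancer portion). Calcium-bound dye fluorescence at 480/520 nm.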
AT treatment – qHTS Assay for Identifying a Potential Treatment of Ataxia-Telangiectasia; […] A-T fibroblasts, KAP-1 phosphorylation AlphaLISA; neocarzinostatin DNA damage 30 min before lysis; Potency, µM (doses to about 57.5 µM), inactives show at the top dose activation, actives largely listed as activators; 320,000 compounds, 0.19% hits; further: potency means the concentration at half of the fitted maximal effect; % of control where 0% means no effect; nearly all actives have a fitted effect of over 45% in size
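ATM-like activity read as KAP-1 phosphorylation via AlphaLISA donor/acceptor antibody pairs after lysis and 6 hr at 25C. Cells were ATM-null patient fibroblasts ([…], hTERT), dosed 60 min, then exposed to the DSB inducer NCS for 30 min.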
MLL CXXC-DNA inh – qHTS Fluorescence Polarization Assay for Inhibitors of MLL CXXC domain - DNA interaction. Histone-lysine N-methyltransferase 2A (Homo sapiens), Q03164. Potency, µM (titrated, usually from 115 µM), for inactives: top-dose activity change, negative = inhibition, usual class: inhibitors. AID 2662, 2010. MLL-CXXC / FITC-HOXA9 DNA fluorescence polarization. 290,000 compounds, 0.037% hits; active means well fitted inhibition curve with a large enough effect in the polarisation, with a control signal flat, not every such curve was filed as active; inconclusive means small, poorly fitted or top-dose-only effect, or effect the other way, or a change in a side signal; inactive means no such curve, though single readings can be large or run the other way; the % refers to the polarisation; further: potency means the concentration at half of the fitted maximal effect
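Fluorescence polarization: 7 uM MLL-CXXC (stock) preincubated 5 min with compounds, then 50 nM fluorescein-HOX-A9 DNA (stock) added; 30 min ambient. Buffer 50 mM Tris-HCl pH 7.5, 50 mM NaCl, 1 mM DTT, 0.05% BSA.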
TCR activator – Activators of T cell receptors: qHTS campaign; primary human leukocytes, anti-CD3, IL-2 HTRF, 48 h; Potency, µM (top dose mostly 9.22 µM), for inactives: at the top dose activation of IL-2 secretion, usual class: activators; 330,000 tested, under 10 active; AID 504894, 2011; further: % of control where 0% means no effect
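1) Mix primary human leukocytes, a-CD3 beads and compound. 2) Incubate 48 hr. 3) Add HTRF IL-2 reagents (a-IL-2-K, a-IL-2-d2).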
An asterisk follows results filed as active; ? = inconclusive; · = not tested or not shown; [ ] = dose if it differs, or a comment. Unless noted, the call rests on the fitted dose curve; in most records, active means well fitted curve in the direction sought with a large enough effect; inconclusive means small, poorly fitted or top-dose-only effect, or another doubt; inactive means no such curve, though single readings can be large; an effect the other way counts as inactive or inconclusive.

SMILES	p53 reactivation	ELG1 DNA repair	B2AR arrestin	Integrin act MD	PTAP TSG101 blk	BRCA1 expr up	TRPV1 ag	AT treatment	MLL CXXC-DNA inh	TCR activator
Cn1c(CCN2CCCCC2)nc2cc(NS(=O)(=O)c3ccccc3)ccc21	21%	-19%	-0.5%	-35%	3%	-36%	1	11%	-2%	-4%
O=C(CN1C(=O)/C(=C/c2ccc(F)cc2)SC1=S)NC1C=CS(=O)(=O)C1 (stereo not given)	-2%	0%	0.1%	-19%	-2%	16%	-3	-6%	-9%	-1%
CCCCCC(=O)Nc1ccc(Cc2ccncc2)cc1	3%	-5%	-0.4%	5%	1%	-12%	?	·	1%	-2%[46.1 µM]
O=S(=O)(c1cc(Cl)ccc1Cl)N1CCN(Cc2ccc3c(c2)OCO3)CC1	5%	-6%	0.1%	13%	-3%	-6%	?	12%	8%	4%
O=C(CSCc1c(Cl)cccc1Cl)Nc1ccccc1-c1ccccc1	0%	7%	0.0%	1%	-1%	-43%	15	12%	7%	2%[46.1 µM]
Cc1ccc(N(CCCCN2C(=O)c3ccccc3C2=O)C(=O)c2cccc([N+](=O)[O-])c2)cc1	-2%	?	-0.1%	10%[7.66 µM]	-2%	-33%	9	-5%	4%	-3%
CC(C)(C)NC(=S)NNC(=O)[C@H]1C[C@@H]1c1ccccc1	1%	6%	0.4%	-1%	-1%	39%	15	1%	-10%	5%
CCN(CC)CCNC(=O)c1ccc2c(c1)NC(=O)c1ccccc1S2	-5%	?	3.4%	-66%[inhibitor]	-2%	-31%	-5	-5%	-1%	-7%
CCN(C(=O)CSc1nccc(=O)[nH]1)c1cccc2ccccc12	0%	?	0.1%	?	-1%	9%	·	6%	·	1%
O=C(CN1C(=O)NC2(CCCC2)C1=O)Nc1nc2ccccc2[nH]1	-1%	0%	0.2%	-1%	0%	-6%	-1	5%	·	-13%
O=C1NC(=S)SC1=C1CCCCCC1	11%	5%	-0.2%	10%	-2%	-22%	0	2%	18%	-6%
CN1C(=O)[C@H]2[C@@H](C3CC3)N3C(=O)CN(CC4CC4)C(=O)[C@@]3(C)[C@H]2C1=O	·	17%	-0.7%	-1%	2%	24%	3	3%	-2%	-1%
O=C(COC(=O)c1cccnc1Nc1ccccc1F)NC1CC1	-8%	12%	2.6%	30%	1%	29%	18	2%	6%	3%[46.1 µM]
CCOc1ccc(S(=O)(=O)N(C)c2ccc(OCC(=O)Nc3nc4ccccc4s3)cc2)cc1	-1%	?	-0.7%	-32%[inhibitor]	-2%	-39%	5	6%	19%	1%[46.1 µM]
c1ccc(Oc2cc(-n3cncn3)ncn2)cc1	?	?	-1.8%	5%	0%	?	2	0%	0%	0%[46.1 µM]
CCCc1nc2ccccc2c(=O)n1N	-1%	-4%	0.1%	-9%	-1%	21%	0	1%	13%	0%
CC1CC(C)(C)N2C(=O)C3(Nc4ccccc4S3)c3cccc1c32 (stereo not given)	3%	-15%	0.3%	-16%	-7%	-60%	0	·	6%	·
Cc1ccc(NC(=O)c2c(C)nn(-c3ccccc3)c2Cl)cc1	?	?	-0.3%	-6%	0%	38%	?	5%	-1%	0%[46.1 µM]
CN1CCc2cc(O)c(O)cc2C(c2ccccc2)C1 (stereo not given)	5%	16%	-0.1%	·	-1%	-6%	1	-16%	10%	1%
Cc1c(NC(=O)c2cn3ccccc3n2)cccc1-n1cnnn1	20%	?	0.3%	?	-1%	29%	0	0%	11%	-4%
Cc1cc(=O)[nH]c(SCC(=O)N2CCCCCC2)n1	9%	21%	-0.2%	-7%	-1%	-3%	1	-4%	-5%	1%
O=C(Nc1ccccc1-c1ccccc1)c1cc(C(F)(F)F)cc(C(F)(F)F)c1	16%	4%	-0.1%	-19%	-3%	-2%	15	-5%	2%	4%[46.1 µM]
CCCCn1c(=O)nc2n(-c3ccc(Cl)cc3)c3ccccc3cc-2c1=O	-2%	6%	-0.5%	21%	1%	-23%	-1	-1%	-5%	0%[46.1 µM]
CCCCC(C(=O)NC(C)(C)C)N(Cc1ccccc1)C(=O)c1snc(C(N)=O)c1N (stereo not given)	7%	?	0.5%	?	-2%	-28%	?	-11%	-4%	-4%
CCS(=O)(=O)c1ccc(Sc2nncn2C)c([N+](=O)[O-])c1	-20%	5%	-0.2%	-57%[inhibitor]	-2%	14%	3	-6%	4%	2%
CCCOC(=O)c1c(-c2ccc(C)cc2C)csc1NC(=O)C1C2CCC(O2)C1C(=O)O (stereo not given)	-8%	-2%	7.0%	13%	-2%	-3%	1	10%	-3%	-4%[46.1 µM]
Cc1nc2sc(C(c3ccccc3)N3CCC(O)CC3)c(O)n2n1 (stereo not given)	-8%	-3%	0.1%	-5%	-2%	9%	-2	0%	0%	9%
CCCCCCCCCCCCN1[C@@H](CC(=O)O)c2cc(F)ccc2S1(=O)=O	·	·	·	4%	-5%	0%	·	·	·	-2%
O=S1(=O)[C@H]2C[C@@H]3C=C[C@@]2(CN1Cc1ccc(F)cc1)O3	·	?	0.0%	-5%	2%	-2%	0	-14%	3%	-12%
CN(CC(=O)Nc1ccc(Cl)c(C(F)(F)F)c1)C(=O)CNC(=O)C1CCCCC1	?	6%	-0.9%	14%	-5%	-31%	0	-5%	·	-14%
O=C(CN1CCCN(S(=O)(=O)c2ccc(F)cc2)CC1)Nc1cccc(F)c1	-1%	0%	-0.3%	2%	-10%	-10%	3	2%	16%	6%
O=C1CS/C(=N/N=C/c2ccncc2)N1	0%	5%	-0.3%	23%	1%	17%	-1	4%	3%	4%
COc1cc(OC)c(OC)cc1/C=N/NC(=O)c1cc(-c2cccn2C)n[nH]1	-2%	-20%	0.5%	9%	-2%	-4%[1.84 µM]	-3	-4%	2%	-5%
CC1=C(C)CC(C(=O)Nc2cccc([N+](=O)[O-])c2)C(C(=O)O)C1 (stereo not given)	-9%	10%	-0.6%	33%	-6%	1%	-3	-1%	13%	-1%[46.1 µM]
Cc1noc(C)c1COc1cccc(C(=O)OC(C)C#N)c1 (stereo not given)	2%	-10%	0.3%	1%	-1%	-10%	1	-3%	28%	-1%
COc1ccc(S(=O)(=O)NCc2ccccn2)cc1NC(=O)c1ccc(Cl)cc1	-6%	?	-0.1%	-22%	-13%	-22%	10	5%	·	-1%
COc1ccc(-c2[nH]ncc2CN2CCC(N3CCSCC3)CC2)cc1F	-1%	12%	-0.2%	-9%	-5%	-24%	0	-3%	6%	4%
CCCOc1ccccc1NC(=O)c1c(-c2ccccc2)noc1C	4%	-14%	-0.2%	8%	-1%	-38%	3	10%	-11%	-1%
O=C(Cc1ccc(NC(=O)C2CCN(C(=O)C3CCC3)CC2)cc1)Nc1cccc(C(=O)N2CCCC2)c1	·	·	·	1%	1%	2%	·	·	·	9%
CCOc1ccc(C2C(C#N)=C(N)Oc3cc(C)[nH]c(=O)c32)cc1OC (stereo not given)	-2%	0%	0.4%	-5%	-2%	-13%	-1	-6%	14%	-6%
CCCCSc1nnc([C@H](CC(C)C)NC(=O)OC(C)(C)C)o1	-3%	-17%	0.1%	-35%	-5%	-21%	?	3%	-4%	1%
COc1cc(NC(C)CCCNC(C)C)c2ncccc2c1OC (stereo not given)	·	·	·	-46%[inhibitor]	-10%	-89%[inhibitor]	·	·	·	-4%
COc1ccc([N+](=O)[O-])cc1NC(=O)COC(=O)C1CC1	-1%	?	0.5%	-7%	-2%	-22%	-1	0%	-5%	9%
CN(C)c1ccnc(-n2cccc2/C=N/OCc2cccc(F)c2)c1C#N	-6%	-4%	0.2%	0%	-8%	-11%	27	·	9%	2%
Cc1ccc(S(=O)(=O)N2CCN(c3ncnc4c3cnn4-c3ccccc3)CC2)cc1	19%	2%	0.2%	9%	-3%	-3%	3	-2%	-4%	-2%
O=C(NNS(=O)(=O)c1ccc(F)c(Cl)c1)c1cccc(S(=O)(=O)N2CCOCC2)c1	-7%	12%	-0.7%	23%	-1%	3%	-2	-1%	-4%	3%[46.1 µM]
CCn1c(SCC(=O)Nc2cc(F)ccc2C)nnc1-c1ccccc1O	-13%	?	-0.6%	11%	-2%	15%	-1	-1%	3%	-1%
